# Screening data (PubChem)
# ASM inhibitor – blocks human secretory acid sphingomyelinase. placental ASM, HMU-PC fluorogenic substrate, 60 min. Potency, µM (titrated, usually from 57.5 µM), for the others: top-dose activity change, negative = inhibition, hits mostly inhibitors. hit rate 0.006% among 340,000. P17405; further: potency means the concentration at half of the fitted maximal effect
#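 Human placenta-derived ASM preincubated with compound 10 min at room temperature, then reacted with 9 uM (final) fluorogenic HMU-PC substrate for 60 min at 37 C. Stop solution raises pH to 10; fluorescence read at Ex 386/Em 447 nm.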
# Giardia kill – kills Giardia lamblia. Giardia lamblia trophozoite viability. activity change, % at 7.66 µM, hits read low. hit rate 0.15% among 340,000. AID 540267; in the data active means activity change below about -80%; inconclusive means between about -30% and that limit;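 further: parasites exposed to compound for two days anaerobically before the ATP read; on the % scale 0 is the no-effect control and ±100 the full control effect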
#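 Media and compound were dispensed first, then trophozoites at 100 cells/well; plates sat 48 hrs at 37 deg C without oxygen before ATP luminescence reagent was added and read after 15-30 min at room temperature.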
# Tb PFK block – T. brucei PFK enzyme inhibition. O15648. T. brucei PFK, ADP-Glo luminescence. Potency, µM (top dose mostly 57.5 µM), without a hit: at the highest dose activity, negative = inhibition, usual class: inhibitors. hit rate 0.17% among 330,000;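 further: potency means the concentration at half of the fitted maximal effect; 0% = uninhibited 1x PFK enzyme wells and -100% = no-enzyme wells; nearly all actives have a fitted effect of over 60% in size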
#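 ADP-Glo luminescence quantified ADP after 45 min at room temperature, with 1.25 nM T. brucei PFK, 0.1 mM ATP and 0.5 mM fructose-6-phosphate in pH 8.0 TEA buffer. qHTS titrations up to 57 µM; curves classified by quality.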
# Menin-MLL TR inh – inhibitors of human menin-MLL interaction, mutant MLL peptide; hit rate 0.23% among 270,000; Potency, µM (highest dose often 61.6 µM), for inactives: at the top dose FP activity change, negative = inhibition, usual class: inhibitors; Menin + Texas Red MLL mutant peptide, fluorescence polarization; active means well fitted inhibition curve with a large enough effect in the polarisation, with a control signal flat, not every such curve was filed as active; inconclusive means small, poorly fitted or top-dose-only effect, or effect the other way, or a change in a side signal; inactive means no such curve, though single readings can be large or run the other way; the % refers to the polarisation; further: potency means the concentration at half of the fitted maximal effect; % of control where 0% means no effect; many of its hits are not listed in these tables
# B2AR arrestin – agonists driving beta-arrestin recruitment to human beta2-adrenergic receptor; P07550; beta-arrestin recruitment to beta2AR, cell-based reporter; Potency, µM (doses to about 46.1 µM), inactives show at the top dose activation, most hits filed as activators; hit rate 0.02% among 330,000; AID 492947;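 further: potency means the concentration at half of the fitted maximal effect; 0% = DMSO controls and full agonism = EC100 isoproterenol or metaproterenol; nearly all actives have a fitted effect of over 65% in size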
# PKM2 activator – increases activity of human pyruvate kinase M2 | P14618 | purified PKM2, Kinase-Glo ATP luminescence, activation; response scale: 0% is enzyme alone, no compound | Potency, µM (highest dose often 57.5 µM), inactives show at the highest dose activation, hits mostly activators | hit rate 0.34% among 260,000 | AID 1631; further: potency means the concentration at half of the fitted maximal effect; on the % scale 0 is the no-effect control and ±100 the full control effect; nearly all actives have a fitted effect of over 55% in size
# Target sequence (P14618 whole entry, looked up): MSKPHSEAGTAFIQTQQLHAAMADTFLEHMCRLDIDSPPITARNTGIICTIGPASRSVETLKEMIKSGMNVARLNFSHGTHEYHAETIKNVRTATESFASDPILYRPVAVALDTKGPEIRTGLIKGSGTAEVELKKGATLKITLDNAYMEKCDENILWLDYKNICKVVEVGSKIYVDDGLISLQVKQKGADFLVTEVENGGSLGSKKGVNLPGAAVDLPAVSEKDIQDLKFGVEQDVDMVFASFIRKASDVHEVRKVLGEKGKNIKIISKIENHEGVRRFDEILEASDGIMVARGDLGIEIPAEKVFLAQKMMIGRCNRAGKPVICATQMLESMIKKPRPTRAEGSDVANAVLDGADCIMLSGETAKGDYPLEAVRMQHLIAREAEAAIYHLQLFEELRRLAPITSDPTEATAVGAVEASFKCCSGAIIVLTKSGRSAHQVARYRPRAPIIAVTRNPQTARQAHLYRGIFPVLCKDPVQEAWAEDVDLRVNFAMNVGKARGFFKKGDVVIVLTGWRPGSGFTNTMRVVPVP
#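 Purified hPK-M2 (>95% pure) converted ADP (0.1 mM final) to ATP with 0.5 mM PEP in 50 mM imidazole pH7.2, KCl, MgCl2, Tween 20, BSA; 1 h at room temperature. ATP detected by Kinase-Glo luminescence.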
# TSG101-PTAP inh – blocks PTAP/TSG101 interaction to inhibit HIV-1 budding; 340,000 tested, under 10 active; Fluorescence polarization, FITC-PTAP peptide / Tsg101 binding; Potency, µM (series often up to 115 µM), inactives show at the top dose activity change, negative = inhibition, usual class: inhibitors; active means well fitted inhibition curve with a large enough effect in the main read-out, with a control signal flat, not every such curve was filed as active; inconclusive means small, poorly fitted or top-dose-only effect, or effect the other way, or a change in a side signal; inactive means no such curve, though single readings can be large or run the other way; further: potency means the concentration at half of the fitted maximal effect; % of control where 0% means no effect
# Target sequence (Q99816 whole entry, looked up): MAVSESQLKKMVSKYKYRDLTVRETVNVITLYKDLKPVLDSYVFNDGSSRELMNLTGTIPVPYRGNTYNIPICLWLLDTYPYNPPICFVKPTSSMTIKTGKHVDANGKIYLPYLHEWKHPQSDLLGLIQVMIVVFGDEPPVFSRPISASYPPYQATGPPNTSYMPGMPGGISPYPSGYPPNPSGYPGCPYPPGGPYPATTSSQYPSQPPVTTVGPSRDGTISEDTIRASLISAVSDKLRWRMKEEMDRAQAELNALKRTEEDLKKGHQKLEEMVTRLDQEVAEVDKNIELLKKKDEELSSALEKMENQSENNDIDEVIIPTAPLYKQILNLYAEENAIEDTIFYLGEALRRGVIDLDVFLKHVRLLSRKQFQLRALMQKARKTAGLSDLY
#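 Compounds were pin-transferred onto Tsg101 binding domain (10 uM final) in HEPES pH 7.5 buffer, then FITC-PTAP peptide was added at 50 nM final. After 20 min at RT, polarization reported peptide displacement across a qHTS concentration series.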
# a7 integrin act – activators of alpha7 integrin expression for muscular dystrophy. alpha7betagal myoblasts, beta-gal FDG fluorescence, 48 h. Potency, µM (series often up to 38.3 µM), for the others: top-dose activation, usual class: activators. hit rate 0.064% among 350,000;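 further: potency means the concentration at half of the fitted maximal effect; 100% = response of the positive control SU9516; nearly all actives have a fitted effect of over 60% in size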
#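 Alpha7betagal+/- myoblasts (passage 13) were plated 16-24 hr, then exposed to compounds (1:260 dilution of DMSO stock) for 48 hours at 37C. After MPER lysis, β-galactosidase reporter activity was read as FDG fluorescence (ex 480/em 540) after 30 minutes.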
# GALK inh – galactokinase (human) inhibition | P51570 | Purified GALK, Kinase-Glo residual ATP luminescence | Potency, µM (highest dose often 57.5 µM), for inactives: at the top dose activity change, negative = inhibition, actives largely listed as inhibitors | hit rate 0.007% among 270,000 | AID 1868; further: potency means the concentration at half of the fitted maximal effect; on the % scale 0 is the no-effect control and ±100 the full control effect
#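 Kinase-Glo Plus luminescence measured ATP left after a 1 h room-temperature reaction. The reaction used 5 nM GALK, 100 uM galactose and 35 uM ATP at pH 8.0 (20 mM HEPES, 5 mM MgCl2, 60 mM NaCl, 1 mM DTT, 0.01% BSA).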
# Chronic BCR inh – inhibitors of chronic active B-cell receptor signaling | ABC-DLBCL IkBa-CBG/CBR reporter, luminescence ratio, 4 h | Potency, µM (titrated, usually from 46.1 µM), for the others: top-dose ratio change, negative = lower green/red ratio, usual class: inhibitors | hit rate 0.05% among 340,000 | AID 493014; active means well fitted inhibition curve with a large enough effect in the signal ratio, with a control signal flat, not every such curve was filed as active; inconclusive means small, poorly fitted or top-dose-only effect, or effect the other way, or a change in a side signal; the % refers to the signal ratio;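 further: potency means the concentration at half of the fitted maximal effect; plate controls were basal doxycycline-induced cells for no effect and cells given 10 µM MG132 for full effect; MG132 reads +100%, hits lower the ratio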
#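 Doxycycline induced both beetle luciferases in TMD8 lymphoma cells; IKK-driven degradation limits the IkappaBalpha-fused green signal, while red luminescence normalises for cell number and nonspecific effects. Compounds tested up to 46 uM, 4 hrs.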
# Coupling enz – counter-screen for Giardia aldolase inhibitors: coupling enzyme system; coupling enzyme system counterscreen, AmpLite Red fluorescence; activity change, negative = inhibition, % at 58.2 µM, hits read low; hit rate 0.67% among 290,000; in the data active means activity change below about -30%; further: on the % scale 0 is the no-effect control and ±100 the full control effect
#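 Coupling enzymes only (glyceraldehyde-3-phosphate) + compound, at 57.5 uM final, 10 min RT; add substrate/coupling/AmpLite Red mix, 20 min RT; fluorescence ex 525/em 598 nm. Actives flag coupling-system interference.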
# Numbers without * were called inactive; ? = inconclusive; · = no result given; [ ] = another dose, or the depositor's remark. Unless noted, the call rests on the fitted dose curve; in most records, active means well fitted curve in the direction sought with a large enough effect; inconclusive means small, poorly fitted or top-dose-only effect, or another doubt; inactive means no such curve, though single readings can be large; an effect the other way counts as inactive or inconclusive.
# Values run as follows: Giardia kill	Menin-MLL TR inh	GALK inh	Chronic BCR inh	a7 integrin act	Coupling enz	B2AR arrestin	Tb PFK block	ASM inhibitor	TSG101-PTAP inh	PKM2 activator
COC(=O)c1ccc(NC(=O)COC(=O)COc2cccc3c2OC(C)(C)C3)cc1
    -4	·	·	-8%	6%	·	0.0%	6%	-8%	1%	·
Cc1sc2nc(SCC(=O)N3CCOCC3)[nH]c(=O)c2c1-c1ccccc1
    -9	0%	-3%	0%	16%	3	-0.9%	-4%	-6%	0%	0%
CCn1nc(C)c(/C=C2\CCCC3=C2OC(N)=C(C#N)C3c2c(C)nn(CC)c2C)c1C (stereo not given)
    ·	-25%	-1%	0%	·	-21	-0.9%	5%	·	·	-27%
NC(=O)c1nsc(C(=O)N(CC(=O)NC2CCCCC2)c2ccc(Cl)cc2)c1N
    -4	6%	14%	-4%	26%	0	0.3%	0%	143%[activator]	0%	4%
COc1ccc(N/C=C(\C#N)c2nc3ccccc3n2C)c(OC)c1
    -2	?	8%	?	11%	-7	-0.2%	2%	0%	1%	1%
COc1ccc(CNC(=O)c2cc(C3CC3)nc3c2cnn3C(C)C)cc1OC
    -13	·	·	-9%	18%	·	8.1%	0%	-1%	-1%	·
O=C(NC1CCCCCC1)c1cccnc1Sc1ccccc1
    -13	4%	1%	-14%	32%	1	0.1%	-1%	0%	-3%	-10%
O=C1Nc2cc3c(cc2C1=O)sc1ccccc13
    0	·	-2%	?	-4%	-4	-0.8%	?	52%[activator]	-3%	11%
Cc1cc(NC(=O)C2CC(=O)N(c3ccccc3C)C2)no1 (stereo not given)
    -4	-29%	15%	-1%	9%	0	0.6%	-4%	-1%	-1%	1%
CN(Cc1ccccc1)C(=O)c1ccc(Cl)c([N+](=O)[O-])c1
    -3	-8%	1%	6%	-35%	0	0.1%	-5%	4%	-3%	1%
CC12CN3CC(C)(CN(C1)C3c1ccc([N+](=O)[O-])o1)C2 (stereo not given)
    ?	-2%	3%	1%	-14%	0	-0.4%	-1%	-3%	-3%	-8%
NC(=O)C1CCN(CC(=O)NCc2ccccc2)CC1
    5	-3%	0%	9%	4%	7	0.0%	-1%	2%	-1%	0%
CCC(C)C(NC(=O)c1ccccc1NC(=O)c1ccc(OC)cc1)C(=O)NCc1ccco1 (stereo not given)
    -11	-12%	-3%	3%	-23%	-3	-0.1%	-2%	0%	-1%	3%
CCCOC1CCCN(C(=O)CCc2nnc(Cc3cccc(C)c3)o2)C1 (stereo not given)
    1	-7%	1%	1%	-27%	2	-0.7%	-1%	-1%	-6%	-3%
COc1ccc(C2CC(=O)c3c(C)nc(N4CCN(Cc5ccccc5)CC4)nc3C2)cc1OC (stereo not given)
    2	-13%	2%	-4%	-51%[inhibitor]	-1	-1.1%	-2%	-3%	-5%	-2%

# 2 compounds drawn at random from those above, as already listed:
# Values run as follows: Giardia kill	Menin-MLL TR inh	GALK inh	Chronic BCR inh	a7 integrin act	Coupling enz	B2AR arrestin	Tb PFK block	ASM inhibitor	TSG101-PTAP inh	PKM2 activator
Cc1cc(NC(=O)C2CC(=O)N(c3ccccc3C)C2)no1 (stereo not given)
    -4	-29%	15%	-1%	9%	0	0.6%	-4%	-1%	-1%	1%
CCC(C)C(NC(=O)c1ccccc1NC(=O)c1ccc(OC)cc1)C(=O)NCc1ccco1 (stereo not given)
    -11	-12%	-3%	3%	-23%	-3	-0.1%	-2%	0%	-1%	3%

# (next part)
# Values run as follows: Giardia kill	Menin-MLL TR inh	GALK inh	Chronic BCR inh	a7 integrin act	Coupling enz	B2AR arrestin	Tb PFK block	ASM inhibitor	TSG101-PTAP inh	PKM2 activator
COc1ccc(C(=O)N(Cc2ccccc2)c2cccc(C)c2)cc1S(=O)(=O)N1CCOCC1
    -17	·	·	7%	-2%	·	0.0%	-1%	·	-1%	·
O=[N+]([O-])c1cccc(-c2nc(-c3ccccc3)no2)c1
    -2	12%	6%	?	18%	1	-1.3%	-10%	2%	-3%	8%
COc1cccc(NC(=O)CN(C)C(=O)CCc2nc3sc4c(c3c(=O)[nH]2)CCCC4)c1
    1	·	3%	-18%	-16%	·	0.2%	-5%	·	3%	1%
COCCCNCCCOc1ccc(C)cc1Br
    10	-13%	0%	-6%	-44%	-1	-0.3%	3%	4%	-2%	2%
COc1cccc(C(C2C(=O)CC(C)(C)CC2=O)C2C(=O)CC(C)(C)CC2=O)c1
    13	-16%	11%	?	-6%	6	-0.4%	-1%	4%	-2%	·
CCOC(=O)c1c(NC(=O)c2ccn(CC)n2)sc2c1CCC2
    18	3%	2%	8%	7%	-4	-0.8%	-13%	32%	-1%	-1%
C[C@@H]1CC=C[C@H]2[C@H]1C(=O)N(Cc1ccccc1)[C@H]2c1ccc(-c2ccoc2)cc1F
    -18	·	-2%	?	-7%	-2	-1.1%	2%	-8%	·	1%
O=C(N/N=C/C(Br)=C/c1ccccc1)c1ccc([N+](=O)[O-])cc1
    -15	?	-6%	-17%	-49%[inhibitor]	-2	2.9%	3%	8%	-5%	·
COc1ccc(NC(=O)Nc2cccc3c2O[C@H](CN(C)C(=O)Nc2ccc(C(F)(F)F)cc2)[C@@H](C)CN([C@H](C)CO)C3=O)cc1
    -14	·	·	-6%	-2%	·	-0.1%	5%	-17%	-3%	·
O=C(COC(=O)C1CCC1)Nc1ccc(OC(F)F)cc1
    9	7%	-2%	-3%	4%	-3	-0.1%	0%	2%	-1%	1%
CCN(c1ccccc1)S(=O)(=O)c1ccc(F)c(C(=O)O)c1
    -1	-1%	-2%	4%	1%	5	0.3%	-2%	-1%	-4%	12%
CN(C)c1nc(N(C)C)n(C(=O)c2cccs2)n1
    -1	-7%	8%	4%	2%	-1	-0.1%	-2%	5%	1%	7%
O=C1CCCN1c1ccc(S(=O)(=O)N2CCCCC2)cc1[N+](=O)[O-]
    5	2%	11%	-4%	2%	4	1.1%	0%	2%	-2%	-2%
COc1ccc(CN(C)C(=O)C23CC4CC(CC(Cl)(C4)C2)C3)c(OC)c1OC
    4	-8%	3%	5%	0%	2	-0.5%	-1%	1%	0%	2%
COc1ccc(S(=O)(=O)NCCSc2ccc(C)cc2)cc1OC
    -23	19%	-2%	-13%	2%	-2	-0.2%	1%	2%	-5%	1%
Cc1cc(NC(=O)c2ccc3c(c2)C(=O)N(Cc2ccccc2)C3=O)no1
    -1	6%	0%	4%	14%	4	-0.1%	1%	-4%	1%	-1%
O=C(CSc1nc(=O)n(CCCN2CCOCC2)c2c1CCC2)Nc1ccc(F)cc1
    -5	·	·	-4%	20%	·	-0.3%	5%	·	0%	·
COc1ccc(NC(=O)CN(C)C(=O)/C=C/c2cn(-c3ccccc3)nc2-c2cccs2)cc1
    13	·	·	1%	-1%	·	3.9%	8%	10%	0%	·
CCOc1ccc2nc(NC3=NC(C)(C)C=C(C)N3)nc(C)c2c1
    -11	?	-3%	?	-55%[inhibitor]	-1	0.0%	3%	-2%	-7%	-8%
Cc1nc(NS(=O)(=O)c2ccc(Br)cc2)c2c3c(sc2n1)CCC3
    -3	-1%	-4%	0%	24%	14	0.5%	7%	-21%	-10%	-4%
O=C(NCc1cc(Br)cc(Br)c1OC(=O)c1ccccc1[N+](=O)[O-])c1ccccc1
    -3	38%[activator]	2%	?	-19%	-2	-0.6%	4%	-9%	-2%	2%
CCOC(=O)NC(=S)Nc1c(C)n(C)n(-c2ccccc2)c1=O
    22	0%	-1%	1%	-11%	1	-0.2%	3%	4%	-1%	-5%
COc1cc(C(=O)NCc2cc3cc(Cl)ccc3n2C)cc(OC)c1OC
    -10	3%	-2%	-6%	-4%	3	-0.3%	5%	-17%	-1%	-3%
COC(=O)c1[nH]c2c(c1C(=O)OC)CCc1ccccc1-2
    14	19%	-2%	-1%	-43%	-5	-0.7%	-19%	33%[activator]	-8%	·
COc1ccc(C(CNC(=O)c2cccc(S(=O)(=O)Nc3ccc(F)cc3)c2)N(C)C)cc1 (stereo not given)
    3	·	·	-3%	4%	·	1.0%	1%	0%	-1%	·
CCOC(=O)c1sc(=NC(=O)c2ccco2)n(C)c1C
    -12	1%	3%	?	-21%	1	-1.0%	-1%	2%	0%	8%

# Not all compounds are listed (hit frequency here may not be typical).
